# Source: PubChem BioAssay
# Tau fluor counter: counter-screen for tau fibril formation inhibitors. 280,000 tested, 0.93% active. tau K18 P301L Alexa594 fluorescence, heparin fibrillization. Potency, µM (top dose mostly 57.7 µM), without a hit: at the top dose activity change, negative = decrease; also: nearly all actives have a fitted effect of over 55% in size
#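 Human K18 P301L tau (15 uM unlabeled plus 0.24 uM Alexa 594-labeled, final) in 100 mM sodium acetate pH 7 was mixed with compound and 20 uM heparin and incubated 6 hr at 37 C.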
# L3MBTL1 inh: blocks human L3MBTL1. Q9Y468. AlphaScreen L3MBTL1–H3K9me1 peptide binding. Potency, µM (highest dose often 57.1 µM), inactives show top-dose activity, negative = inhibition, most hits filed as inhibitors. 230,000 tested, 0.66% active; also: nearly all actives have a fitted effect of over 60% in size
# Target sequence (Q9Y468 whole entry, looked up): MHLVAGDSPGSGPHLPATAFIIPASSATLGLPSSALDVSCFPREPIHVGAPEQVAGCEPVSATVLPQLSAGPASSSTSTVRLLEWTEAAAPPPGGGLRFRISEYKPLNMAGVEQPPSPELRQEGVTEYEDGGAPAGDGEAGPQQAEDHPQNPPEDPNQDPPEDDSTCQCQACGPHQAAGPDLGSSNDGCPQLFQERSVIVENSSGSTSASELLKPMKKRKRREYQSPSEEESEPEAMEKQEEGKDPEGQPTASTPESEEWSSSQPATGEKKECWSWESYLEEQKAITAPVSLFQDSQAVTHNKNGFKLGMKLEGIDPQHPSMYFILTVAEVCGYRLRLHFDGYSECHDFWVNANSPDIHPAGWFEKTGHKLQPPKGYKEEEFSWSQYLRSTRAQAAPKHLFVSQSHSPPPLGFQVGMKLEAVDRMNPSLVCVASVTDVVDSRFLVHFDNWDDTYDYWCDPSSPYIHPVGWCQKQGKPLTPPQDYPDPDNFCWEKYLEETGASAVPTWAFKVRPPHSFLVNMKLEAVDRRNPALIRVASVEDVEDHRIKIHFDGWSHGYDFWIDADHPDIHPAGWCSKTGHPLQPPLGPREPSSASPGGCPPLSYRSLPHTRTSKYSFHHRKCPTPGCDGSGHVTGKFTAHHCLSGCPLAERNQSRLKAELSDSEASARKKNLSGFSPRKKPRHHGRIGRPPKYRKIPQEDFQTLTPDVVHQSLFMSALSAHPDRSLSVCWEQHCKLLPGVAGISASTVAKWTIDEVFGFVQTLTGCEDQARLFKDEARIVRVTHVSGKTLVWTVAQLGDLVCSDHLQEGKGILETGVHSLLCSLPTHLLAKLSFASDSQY
#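 Read-out is AlphaScreen signal from streptavidin donor and nickel chelate acceptor beads (10 ug/mL final each) bridging L3MBTL1 (50 nM) and biotinylated K9-monomethylated H3(1-15) peptide (75 nM), after 30 min compound exposure at room temperature.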
# TR SRC2 fluor cs: Texas Red fluorescence interference in TRb-SRC2 counter-screen; TRb/SRC2 Texas Red total fluorescence interference; Potency, µM (top dose mostly 106 µM), for the others: top-dose fluorescence change, negative = quenching; 280,000 tested, 0.29% active; AID 1479; active = well fitted curve in either direction with a large enough effect; inconclusive = small, poorly fitted or top-dose-only effect
#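 Flags fluorescent or light-absorbing compounds by total fluorescence, S + 2P, at 555 nm excitation and 632 nm emission. Mixture: 20 nM Texas Red SRC2 peptide, 0.6 uM human TRb LBD, 1 uM T3, 5% DMSO; compound exposure 5 h at ambient temperature.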
# Tau FP inhib: inhibitors of human tau fibril formation | P10636 | 280,000 tested, 0.39% active | Potency, µM (highest dose often 57.7 µM), without a hit: at the top dose activity, negative = inhibition, actives largely listed as inhibitors | AID 1468 | K18 P301L tau heparin fibrillization, Alexa594 FP, 6 h; also: nearly all actives have a fitted effect of over 55% in size
# Target sequence (P10636 561-689 P618L limits assumed): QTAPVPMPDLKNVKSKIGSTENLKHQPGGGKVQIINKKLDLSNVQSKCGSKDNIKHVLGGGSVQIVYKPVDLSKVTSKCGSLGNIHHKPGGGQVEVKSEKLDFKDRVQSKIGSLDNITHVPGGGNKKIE
#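 Recombinant K18 P301L […], labeled with Alexa 594 at 0.24 uM over 15 uM unlabeled; heparin inducer 20 uM final; 37 C, 6 hr; FP endpoint.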
# TRb-SRC2 inh: inhibitors of human thyroid hormone receptor beta-SRC2 interaction; P10828; TRbeta-SRC2 peptide binding, fluorescence polarization; receptor liganded with 1 µM T3; Potency, µM (series often up to 106 µM), inactives show at the top dose activity change, negative = inhibition, actives largely listed as inhibitors; 280,000 tested, 0.065% active;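 also: plate controls were bound peptide for no effect and peptide without receptor for full effect; nearly all actives have a fitted effect of over 50% in size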
#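 A fluorescence polarization screen tested compounds at multiple concentrations against complex formation between 0.6 uM TRb ligand-binding domain and 20 nM Texas Red SRC2 peptide, with 1 uM T3 present; readout after 5 hr.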
# ALDH1A1 inh: inhibitors of human aldehyde dehydrogenase 1A1. P00352. Purified ALDH1A1, NADH fluorescence, propionaldehyde substrate. Potency, µM (top dose mostly 75.3 µM), inactives show at the highest dose activity, negative = inhibition, most hits filed as inhibitors. 220,000 tested, 7.3% active. AID 1030; active = well fitted inhibition curve with a large enough effect, not every such curve was filed as active; inconclusive = small, poorly fitted or top-dose-only effect, or another doubt; inactive = no such curve, though single readings can be large or run the other way;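 also: plate controls were no enzyme wells and a reference inhibitor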
# GLA spleen mod: inhibits or activates alpha-galactosidase in human spleen homogenate; human spleen homogenate, 4MU-alpha-Gal fluorescence, 40 min; Potency, µM (doses to about 80 µM), inactives show top-dose activity change, negative = inhibition, actives largely listed as inhibitors; P06280; AID 2107; 240,000 tested, 0.008% active;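 also: 0% = enzyme with vehicle and -100% = no enzyme basal signal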
#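 Human spleen homogenate (1 ug) was the enzyme source, with 4-methylumbelliferyl-alpha-D-galactopyranoside (1 mM final) in pH 5.0 citrate buffer with 0.01% Tween-20. Compounds were titrated; after 40 min at 37C, NaOH/glycine stop, 4-MU fluorescence read; AC50 from Hill fits.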
# Tau ThT inhib: tau fibrillization inhibition (ThT binding); P10636; recombinant tau K18 P301L (four-repeat tau fragment), heparin-induced fibrillization, ThT fluorescence; Potency, µM (titrated, usually from 57.4 µM), without a hit: top-dose activity, negative = inhibition, usual class: inhibitors; 270,000 tested, 2.1% active; also: nearly all actives have a fitted effect of over 55% in size
#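 Tau K18 P301L fragment (15 uM unlabeled plus 0.24 uM Alexa 594-labeled) in 100 mM sodium acetate pH 7 with compound, fibrillization induced by 20 uM heparin for 6 hr at 37 C. Thioflavin T (30 uM) added, fluorescence read after 1 hr (ex 450, em 510 nm).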
# Starred values were filed as active, the others as inactive; ? = inconclusive; nt = not tested or not shown; & = joins results of further samples; [ ] = dose if it differs, or a comment. Unless noted, calls follow the shape of the dose curve; as a rule, active = well fitted curve in the direction sought with a large enough effect; inconclusive = small, poorly fitted or top-dose-only effect, or another doubt; inactive = no such curve, though single readings can be large; an effect the other way counts as inactive or inconclusive. Unless noted, % is scaled to controls: 0 for no effect and ±100 for the full control effect; potency is read from the fitted curve at half-maximal effect.
SMILES,Tau fluor counter,L3MBTL1 inh,TR SRC2 fluor cs,Tau FP inhib,TRb-SRC2 inh,ALDH1A1 inh,GLA spleen mod,Tau ThT inhib
COc1ccc(S(=O)(=O)N2CCOCC2)cc1NC(=O)CN1CCC(Cc2ccccc2)CC1,-4%,-10%,-1%,1%,-3%,2%,1%,-10%
COC(=O)CC1COc2ccccc2N1C(=O)c1ccc(C(C)(C)C)cc1 (centres undefined),-4%,5%,0%,4%,2%,?,-1%,-12%
CCCCCC1=C2CNC(Cc3ccccc3)(C(=O)OC)C=C2C(C)C1=O (centres undefined),-13%,nt,-3%,-9%,5%,-7%,-1%,-13%
COc1cc(N)c(Cl)cc1C(=O)CCC1CCN(CCNS(C)(=O)=O)CC1,-8%&-10%,nt,-1%&2%,-6%&-6%,7%&2%,?,3%&7%,-1%&-2%
CC(=O)NCCC(=O)Nc1cc(F)ccc1C,-11%,nt,-1%,-4%,1%,12%,-1%,-11%
Cc1ccc(C(=O)c2c(N)c(-c3nc(-c4ccc5c(c4)OCO5)cs3)c3ccccn23)cc1C,?,nt,-1%,13%,-5%,nt,nt,?
COc1ccc(OC)c(NC(=O)COC(=O)c2nc(Cl)ccc2Cl)c1,-3%,0%[11.4 µM],-2%,-2%,-4%,0%,-2%,-6%
COC(=O)c1ccc(COn2nnc3ccccc32)cc1,-15%,14%,-4%,-3%,2%,-11%,3%,-13%
CSCc1ccc(C(=O)NCc2ccc(F)cc2)cc1,-3%,-1%,0%,-3%,1%,1%,1%,2%
Cc1ccc(C)c(NC(=O)CN(C)S(=O)(=O)c2ccc3c(c2)CCC(=O)N3)c1,-5%,nt,0%,-9%,-3%,nt,nt,2%
O=C(c1cccs1)N1CCN(c2ncccn2)CC1,-5%,nt,4%,-5%,2%,?,2%,-2%
COc1cccc(NC(=O)Cn2c(=O)n(Cc3ccc(F)cc3)c(=O)c3sc4ccccc4c32)c1,-9%,nt,-1%,?,0%,nt,nt,?
Fc1ccc(-c2cnc3n2CCCCC3)cc1,-3%,3%,-2%,-6%,4%,7%,-4%,-4%
CCC(=O)N1CCc2cc(Br)cc(S(=O)(=O)N3CCN(c4ccccc4)CC3)c21,-11%,nt,-4%,-8%,9%,nt,nt,-2%
Cc1ccc(NC(=O)CN(c2cc(C)cc(C)c2)S(=O)(=O)c2c(C)noc2C)nc1,-18%,0%,-3%,-7%,1%,-13%,-5%,-3%

# Three records picked at random from those above, as already listed:
SMILES,Tau fluor counter,L3MBTL1 inh,TR SRC2 fluor cs,Tau FP inhib,TRb-SRC2 inh,ALDH1A1 inh,GLA spleen mod,Tau ThT inhib
Cc1ccc(NC(=O)CN(c2cc(C)cc(C)c2)S(=O)(=O)c2c(C)noc2C)nc1,-18%,0%,-3%,-7%,1%,-13%,-5%,-3%
COc1ccc(S(=O)(=O)N2CCOCC2)cc1NC(=O)CN1CCC(Cc2ccccc2)CC1,-4%,-10%,-1%,1%,-3%,2%,1%,-10%
COc1cc(N)c(Cl)cc1C(=O)CCC1CCN(CCNS(C)(=O)=O)CC1,-8%&-10%,nt,-1%&2%,-6%&-6%,7%&2%,?,3%&7%,-1%&-2%

# (further entries)
SMILES,Tau fluor counter,L3MBTL1 inh,TR SRC2 fluor cs,Tau FP inhib,TRb-SRC2 inh,ALDH1A1 inh,GLA spleen mod,Tau ThT inhib
O=C(O)CNS(=O)(=O)c1c(Cl)cccc1Cl,-3%,7%,-1%,2%,0%,-2%,-4%,-3%
CCOc1ccc(-n2ccnc2)nn1,1%,nt,1%,-1%,-2%,nt,-3%,-1%
CN(C)CCOC(=O)/C(=C/c1cn(C)c2ccccc12)NC(=O)c1ccccc1,-10%,-14%,0%,-2%,0%,-2%,-1%,-16%
Cc1ccc(S(=O)(=O)c2cc3ccccc3oc2=O)cc1,-14%,nt,-1%,-9%,-16%,?,0%,-12%
CCS(=O)(=O)c1ccc2c(c1)N(S(=O)(=O)c1ccc(Cl)cc1)CC(C(=O)O)O2 (centres undefined),4%,1%,-2%,-2%,0%,-4%,0%,8%
O=C1OCC/C1=C\c1ccc2c(c1)OCO2,-8%,6%,0%,0%,3%,3%,4%,-11%
CC1(C)CC(=O)c2cc(C(=O)Nc3ccc(Cl)cc3)c(=O)[nH]c2C1,-2%,nt,7%,-4%,-5%,nt,nt,-9%
CC(C)NC(=O)CC(c1ccccc1)c1cc(Br)ccc1O (centres undefined),-20%,nt,-5%,2%,-4%,2%,2%,-9%
CCc1nc(NCCc2ccccn2)c2nnn(Cc3ccccc3F)c2n1,-5%,-3%,-1%,-2%,7%,?,8%,-12%
NS(=O)(=O)c1ccc(CCNC(=O)COC(=O)CCc2ccccc2)cc1,0%,4%,-1%,0%,-5%,-5%,-3%,-1%
CCN(c1cccc2ccccc12)S(=O)(=O)c1ccc(Cl)nc1,-19%,5%,0%,4%,-1%,nt,3%,-6%
CCOC(=O)c1sc(NC(=O)c2cc(-c3ccc(F)cc3)on2)c(C(=O)OCC)c1C,-6%,nt,4%,-4%,0%,nt,nt,-3%
CCN(CC)CCOc1ncnc2c1oc1ccccc12,0%,4%,0%,3%,1%,0%,5%,-2%
CCn1c(Cc2ccccc2)nnc1SCc1ccc([N+](=O)[O-])cc1,-9%,12%,-11%,-3%,1%,?,4%,-9%
O=C(Cn1ncc2c3ccccc3n(Cc3ccc(Cl)cc3)c2c1=O)N1CCCCCC1,-9%,nt,-1%,-8%,13%,nt,nt,-12%
O=C(Nc1ccccc1Br)c1cc(S(=O)(=O)NC2CCCCC2)ccc1F,-23%,nt,-5%,1%,1%,nt,nt,-7%
CCOC(=O)c1[nH]c2ccccc2c1NC(=O)c1ccc(S(=O)(=O)N(C)C)cc1,-27%,0%,0%,2%,8%,?,0%,-12%
COc1cccc(/C=N/Nc2cc(-n3nc(C)cc3-c3ccccc3)ncn2)c1O,?,-4%,-3%,-12%,6%,18%,-1%,-7%
CCOc1ccccc1C(=O)N1CCC(n2nnc3cc(C(F)(F)F)ccc32)CC1,-6%,1%,-2%,-3%,-9%,28µM*,7%,-8%
CCOC(=O)c1cnc(Nc2nc3ccccc3o2)nc1CSC(=S)N1CCCCC1,15%,-4%,1%,3%,2%,?,0%,-6%
CN(C)c1ccc(/C=N/N=C(N)N)cc1[N+](=O)[O-],-16%,-27%,-4%,1%,2%,-12%,0%,?
O=c1c2ccccc2c(/C=N/n2cnnc2)c(O)n1-c1ccccc1F,-15%,-8%,-2%,-3%,-3%,?,6%,-12%
COc1ccc(CNC(=O)c2c(N)n(CCCN3CCOCC3)c3nc4ccccc4nc23)cc1,?,nt,-2%,-10%,-3%,?,?,?
CC(=O)c1ccc(OCc2cc([N+](=O)[O-])cc3c2OCOC3)cc1,-10%,-3%[11.4 µM],-1%,-4%,-5%,?,-2%,-12%
CCOc1cc(NC(=S)NCC2CCCO2)c(OCC)cc1NC(=O)c1ccccc1 (centres undefined),?,-7%,0%,?,-5%,?,-5%,-24%
COCc1nnc(NC(=O)CCCOc2ccccc2OC)s1,-3%,-2%,1%,-2%,-7%,-2%,6%,-8%
CCOC(=O)CNC(=O)CSc1nnc(-c2cccc(OC)c2)n1CC,1%,-7%,2%,-2%,-12%,-2%,-3%,2%
CCCCCc1c(O)nc(SCCN2CCOCC2)[nH]c1=O,0%,13%,0%,-5%,6%,7%,11%,-9%
Cc1ccc(-c2nnc(Nc3cccc(Cl)c3)c3ccccc23)cc1S(=O)(=O)NCC1CCCO1 (centres undefined),?,nt,-4%,?,4%,nt,nt,11%
Cn1nnnc1SCc1cccc2ccccc12,-6%,nt,1%,-4%,-8%,?,0%,-5%
CCOc1cc(/C=N/NS(=O)(=O)c2ccc(OC)cc2)ccc1OCCN1CCOCC1,4%,5%,-1%,3%,-5%,?,-12%,3%
O=C(CSc1nc2ccccc2n1Cc1ccccc1)N/N=C/c1ccccc1C(=O)O,4%,-8%,-7%,-11%,1%,nt,11%,-9%
COc1ccc(C)cc1S(=O)(=O)Nc1ccc(F)cc1,-8%,nt,0%,-4%,5%,7%,2%,8%
C=CCn1c(SCC(=O)c2[nH]c(C)c(C(=O)OC)c2C)nc2scc(-c3ccc(OC)c(OC)c3)c2c1=O,-4%,-1%,-2%,2%,-19%,10%,27%,-7%
C=CCNC(=O)c1cnc2n(c1=O)CCS2,-1%,-6%,2%,-1%,12%,0%,-3%,-2%
O=C1CSC2(C(=O)N(Cc3cccc(F)c3)c3ccccc32)N1c1cccc(C(F)(F)F)c1 (centres undefined),-19%,nt,-1%,-6%,-2%,nt,nt,1%
CCCNS(=O)(=O)c1ccc(CCC(=O)N2CCCC2)cc1,-7%,1%,-3%,?,7%,?,5%,2%
CCCCN1C=C(C(=O)OC)C(c2ccccc2C(F)(F)F)C(C(=O)OC)=C1,-8%,nt,1%,-3%,-3%,?,6%,-4%
Cc1ccc(S(=O)(=O)CCC(=O)Nc2nc3c(s2)CCCC3)cc1,-10%,-3%,0%,0%,1%,-7%,2%,-9%
CCS(=O)(=O)c1ccc(O)c(Nc2cc(C)nc(SC)n2)c1,-17%,nt,0.1µM*[quencher],10%,-26%,nt,nt,-16%
COc1cccc(/C=N/Nc2nccnc2Cl)c1O,-5%,?,-4%,4%,-7%,6%,-5%,?
COc1cc(C(=O)N/N=C/c2sccc2C)cc(OC)c1OC,-5%,-15%,-6%,-6%,-1%,5%,-21%,-3%
O=c1ccc(Oc2nc(N3CCCCC3)nc(N3CCCCC3)n2)n[nH]1,-10%,5%,-1%,-4%,-12%,?,0%,-11%
COc1ccc(C(c2nnnn2Cc2ccccc2)N2CCN(c3nc4ccccc4s3)CC2)cc1 (centres undefined),-12%,-1%,1%,3%,4%,?,-9%,-2%
CCCCn1c(SCC(=O)N2CCN(c3ccccc3)CC2)nc2ccsc2c1=O,-9%,-19%,4%,-1%,7%,?,-2%,-2%
N#C/C=C1/NC(=O)c2ccccc2S1,-12%,-10%,-6%,4%,-13%,3%,5%,?

# Just TRb-SRC2 inh, Tau fluor counter and TR SRC2 fluor cs, for some of the entries so far:
smiles	TRb-SRC2 inh	Tau fluor counter	TR SRC2 fluor cs
CCOc1cc(/C=N/NS(=O)(=O)c2ccc(OC)cc2)ccc1OCCN1CCOCC1	-5%	4%	-1%
COc1cc(C(=O)N/N=C/c2sccc2C)cc(OC)c1OC	-1%	-5%	-6%
